KOR beta-arrestin-1: kappa opioid receptor blockers – cell-based, luminescence, uHTS (AID 1778) | KOR beta-arrestin recruitment, luminescence, antagonist mode; higher % means a stronger effect | inhibition, % at 10 µM; hits with a dose series show IC50 in µM | 0.091% of 290,000 active; also: strong numbers were not always called active
AID2073: inhibitors of Mint1-CaV2.2 protein interaction, biochemical, HTRF (AID 2073); HTRF protein-protein interaction, Mint1-CaV2.2; higher % means a stronger effect; one-dose inhibition, % at 20 µM; IC50 in µM for titrated hits; 0.19% of 290,000 active; in the data active = inhibition mostly above about 51%, no sharp cut-off; inconclusive = no clear call, values can overlap the other calls; inactive = mostly below about 53%; also: some results filed as inactive read as strong as hits
West Nile virus CPE: West Nile virus antiviral activity, cell-based, CPE readout (AID 1621). West Nile virus-infected cells, CPE inhibition; higher % means a stronger effect. one-dose CPE inhibition, % at 10 µM; IC50 in µM for titrated hits. 0.02% of 290,000 active; in the data active = a potency from the dose series; inconclusive = CPE inhibition mostly from about 3.7% at the one dose, without a potency; inactive = the rest, 99 in 100 with CPE inhibition below about 2.2%; also: strong numbers were not always called active
HEK293 NOD2/NF-kB: inhibition of NOD2-driven NF-kB reporter – cell-based, luminescence, uHTS, HEK293 (AID 1566); HEK293 NOD2/NF-kB luciferase reporter, luminescence; higher % means a stronger effect; one-dose inhibition, % at 4 µM; EC50 in µM for titrated hits; 0.63% of 290,000 active; also: many of its hits are not listed in these tables
HIV fusion peptide: cell-free HIV fusion peptide-binding blockers – biochemical, uHTS, fluorescence dequenching, primary screen (AID 1986) | 0.3% of 290,000 active | one-dose inhibition, % at 20 µM; IC50 in µM for titrated hits | cell-free peptide binding, fluorescence dequenching, 30 min; higher % means a stronger effect; in the data active = inhibition mostly above about 52%, no sharp cut-off; inactive = mostly below about 76%; also: some results filed as inactive read as strong as hits
Dengue-2 NS5 capping: flavivirus cap methylation enzyme inhibition – biochemical, confirmation dose response, primary screen (AID 588689); one-dose inhibition, % at 25 µM; IC50 in µM for titrated hits; 0.3% of 340,000 active; Dengue-2 NS5 methyltransferase capping enzyme assay, biochemical; higher % means a stronger effect; in the data active = a potency from the dose series; inconclusive = inhibition above about 29% without an active follow-up result
NOD1 NF-kB reporter: NOD1 signaling inhibitors, primary screen, cell-based, luminescence, uHTS (AID 1578); NOD1-driven NF-kB luciferase reporter cells, luminescence; higher % means a stronger effect; inhibition, % at 4 µM, or EC50 in µM where a hit was titrated; 1% of 290,000 active; in the data active = inhibition mostly above about 36%, no sharp cut-off; inactive = mostly below about 34%;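 also: HEK-293T reporter cells stimulated with the NOD1 agonist gamma-tri-DAP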
KOR beta-arrestin-2: kappa opioid receptor activators – cell-based, luminescence, uHTS, primary screen (AID 1777); KOR beta-arrestin recruitment, luminescence; higher % means a stronger effect; activation, % at 10 µM; hits with a dose series show EC50 in µM; 0.02% of 280,000 active; in the data active = activation above about 50%, passing the limit was not always enough; also: a part of the inactive calls stands beside numbers as strong as those of hits
Yfh1-depleted yeast: enhancers of respiration in Yfh1-depleted yeast, dose response, Friedreich's ataxia, plus single-dose screen (AID 1465). S. cerevisiae Yfh1-off respiration, WST-1 reduction, 72 h; higher fold induction means a stronger effect. 0.074% of 220,000 active. fold induction at 50 µM, or EC50 in µM where a hit was titrated;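 active = fold induction of absorbance versus untreated yeast above a set limit, then at least 30% activation at any dose in follow-up; inconclusive = repeats straddling the limit, or above it without dose testing; inactive = fold induction below the set limit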;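 also: activators that raise dye reduction in frataxin-depleted yeast; strong numbers were not always called active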
Dengue-2 NS5 capping pilot replicate: second read-out of Dengue-2 NS5 capping, no call of its own (marks repeat the call); inhibition, %; measured here: pilot screen replicate inhibition
Active calls of the source: *; i = inactive; ? = inconclusive; . = no result given; [ ] = remark or other dose. Rule as the data show it, unless noted: active = inhibition above about 50%; inactive = the rest. Some of the compounds tested; rates above refer to the full screens.

SMILES	KOR beta-arrestin-1	AID2073	West Nile virus CPE	HEK293 NOD2/NF-kB	HIV fusion peptide	Dengue-2 NS5 capping	NOD1 NF-kB reporter	KOR beta-arrestin-2	Yfh1-depleted yeast	others
COC(=O)CSc1nnc(-c2sc3cc(OC)ccc3c2Cl)n1C	-25.9%	-22.5%	-0.1%	-10.1%	-2.6%	7.0%	6.2%	-2.9%	i
CSc1nc2sc3c(c2c(=O)[nH]1)CCC3	14.0%	2.9%	0.4%	11.4%	0.6%	-1.8%	-21.6%	-1.5%	i
COCCNC(=O)CSc1nc2nc(C)cc(C)n2n1	-26.1%	-7.5%	0.1%	4.6%	0.4%	2.5%	-32.5%	0.8%	i
Cc1nc(-c2ccccc2)sc1C(=O)CSc1ccc(Cl)cc1	16.7%	?	-0.2%	-0.9%	-1.1%	-6.9%	3.6%	-3.9%	i
CCCC(=O)O[C@]1(C(=O)CO)CC[C@H]2[C@@H]3CCC4=CC(=O)CC[C@]4(C)[C@H]3[C@@H](O)C[C@@]21C	-13.8%	7.8%	1.0%	18.3%	0.9%	11.2%	-3.2%	-0.9%	i
CCOc1ccc(N/C(C)=C\C(=O)c2ccc3c(c2)OCCO3)cc1	16.5%	-10.1%	0.5%	-52.9%	-2.2%	-2.3%	-12.4%	-1.5%	i
CCC/C(O)=N\S(=O)(=O)c1ccc(N=NN(C)C)cc1	-12.0%	-3.9%	0.1%	9.4%	1.4%	6.9%	-32.7%	-5.5%	i
O=C(Cc1ccc(Cl)cc1)N1CCC2(CC1)NCCc1[nH]cnc12	9.7%	0.5%	0.4%	1.5%	0.0%	-10.7%	-32.5%	0.7%	.
COc1ccc(CN2CCC(C(=O)Nc3ccc(Oc4ccccc4)nc3)CC2)cc1F	6.0%	-0.5%	-1.4%	38.2%	1.2%	-2.6%	15.5%	-3.5%	.
O=C(Cc1ccc(Cl)cc1)N/N=C/c1cccc(O)c1	-13.9%[20 µM]	9.4%	-0.3%	13.0%	0.6%	-1.2%	22.5%	-2.3%	.
COc1ccc(N2CCOCC2)c(NC(=O)c2cccnc2)c1	18.8%	-2.3%	-0.2%	11.8%	-1.1%	-4.5%	-9.2%	-0.4%	.
c1cncc(-c2nc3cc4ccccc4cc3[nH]2)c1	-1.7%	26.6%	-0.7%	-236.7%	1.9%	-0.7%	-14.6%	0.9%	i
c1ccc(-n2nnnc2SCc2ccccn2)cc1	-7.4%	26.3%	0.1%	13.9%	1.7%	-1.6%	-32.2%	5.7%	i
CCOc1ccc(N2CC(C(=O)Nc3ccccc3N3CCCC3)CC2=O)cc1 (configuration not stated)	1.8%	-4.6%	-0.5%	11.7%	0.3%	-6.7%	-25.1%	-5.2%	.
O=C(NCCN1C(=O)S/C(=C\c2ccc(OC(F)F)cc2)C1=O)c1cnccn1	-115.0%	-6.5%	-0.1%	-9.3%	1.6%	0.7%	-20.8%	-0.6%	i
O=C(N/N=C/c1cccnc1)c1ccccc1Br	-6.1%	1.1%	0.5%	-5.1%	2.4%	-0.4%	-28.5%	1.2%	.
CCn1c(=O)n(CC)c2cc(NS(=O)(=O)c3ccccc3)ccc21	-6.8%	5.1%	0.0%	5.0%	2.8%	-8.5%	-24.1%	1.2%	.
Cc1ccc(/C=C/C2=NN(Cc3ccccc3)C(=O)CC2)cc1	2.6%	2.2%	-0.4%	10.2%	-2.2%	-6.1%	11.3%	-0.1%	i
C=CCn1c(CNC(=O)c2ccco2)nnc1SCC(=O)N1c2ccccc2Sc2ccccc21	30.8%	-11.8%	-0.5%	5.7%	-2.2%	-2.8%	28.6%	-5.3%	i
Oc1ccccc1Cn1c(-c2ccccc2O)nc2ccccc21	3.8%	26.4%	-0.2%	-12.5%	-1.2%	0.6%	-20.8%	5.5%	i	Dengue-2 NS5 capping pilot replicate=-6.1
c1ccc(-n2ncc3c(N4CCCCC4)ncnc32)cc1	3.9%	-0.9%	1.5%	-32.5%	-2.9%	-5.5%	61.4%*	2.4%	i
CCN(CC)S(=O)(=O)c1ccc(N2CCOCC2)c(NS(=O)(=O)c2ccc(C)c(C)c2)c1	23.3%	1.9%	-0.9%	6.9%	0.1%	-4.4%	-18.7%	-3.4%	i
COCCN1Cc2cccc(C(=O)Nc3ccc(S(=O)(=O)N4CCCCC4)cc3)c2C1=O	-9.7%	24.1%	0.1%	-4.7%	-0.8%	0.8%	-6.0%	59.5%	i
O=C(CN1c2ccccc2S(=O)(=O)c2ccccc21)NCc1ccccc1	-2.2%	6.6%	-0.2%	-5.7%	-0.5%	-8.9%	-12.4%	2.0%	.
N#C/C(=N\Nc1ccccc1[N+](=O)[O-])C(=N)N1CCCCC1	-6.9%	-10.9%	-0.1%	-78.2%	-3.1%	-7.0%	-46.9%	0.0%	i
O=C(NCC(c1cccnc1)N1CCOCC1)c1ccco1 (configuration not stated)	5.3%	4.4%	0.1%	5.7%	1.1%	-0.8%	-8.2%	-1.2%	i
Cc1ccccc1OCC(=O)NNC(=O)C1CCCCC1C(=O)O (configuration not stated)	-22.6%	1.2%	1.6%	-6.8%	-1.4%	-6.9%	-4.0%	3.4%	i
CCOC(=O)C1CCCN(C(=O)c2cn(CC)c3ccc(S(=O)(=O)N(C)C)cc3c2=O)C1 (configuration not stated)	-4.3%	-4.5%	-0.1%	0.4%	-1.3%	-2.9%	-6.4%	0.9%	i
Fc1cccc(Cc2noc(CN3CCC(c4ccncc4)CC3)n2)c1	-38.4%	1.0%	-1.5%	22.8%	1.2%	-5.3%	12.0%	8.2%	i
O=C(NC1CCN(Cc2ccccc2)C1)c1cc(COc2ccc(F)cc2F)on1 (configuration not stated)	-37.4%	7.7%	-0.6%	14.5%	-0.4%	-1.8%	-15.4%	-0.1%	i
Cc1ccc(C(=O)N/C(=C\c2ccccc2F)c2nc(=S)[nH][nH]2)cc1	-53.9%	-9.8%	1.1%	4.1%	-2.0%	3.0%	-30.3%	-3.4%	i
CC(Sc1nnc(-c2ccc(Cl)cc2Cl)n1Cc1ccccc1)C(=O)Nc1nccs1 (configuration not stated)	-21.0%	19.1%	0.7%	-6.3%	-0.9%	-6.3%	-40.5%	4.8%	.
CC1(C)CC(=O)C2(CC3=C(CC(C)(C)CC3=O)O2)C(=O)C1	-32.1%	1.0%	-0.1%	-12.8%	-2.1%	-6.2%	-19.9%	-0.9%	i
Cn1c(=O)c(C#N)c(-c2ccccc2)n2cnnc12	19.7%	-3.2%	1.1%	6.4%	-0.6%	-6.2%	-2.4%	-0.1%	i
CN1CCN(CC(=O)N2c3ccccc3C(C)(c3ccc(Cl)cc3)CC2(C)C)CC1 (configuration not stated)	-31.6%	-6.3%	-0.1%	14.4%	2.8%	0.7%	-22.7%	5.1%	i
CN(CC(CC(=O)Nc1nncs1)c1ccccc1)S(=O)(=O)c1ccc(Br)cc1 (configuration not stated)	-5.5%	-7.8%	-0.6%	-0.1%	1.2%	-0.7%	10.0%	4.9%	i
N/C(=N\OC(=O)CCCCCN1C(=O)c2ccccc2C1=O)c1ccccn1	-24.7%	-6.3%	0.9%	-10.6%	0.5%	-3.0%	-40.6%	-10.8%	i
O=C(NCc1ccccn1)c1ccc(Cl)c(S(=O)(=O)N2CCCCCC2)c1	-0.5%	7.2%	-0.1%	24.7%	-0.4%	-10.4%	-5.7%	5.3%	.
Cc1cc(-c2nnc3sc(C4CCCCC4)nn23)n[nH]1	13.0%	-2.8%	0.1%	11.9%	-0.5%	3.2%	3.8%	-3.6%	i
CC(C)c1ccc(S(=O)(=O)c2nnn3c2nc(NCC2CCCO2)c2ccccc23)cc1 (configuration not stated)	-32.8%	33.1%	-0.1%	-19.0%	-0.2%	0.0%	-13.1%	-5.0%	.
Cc1ccc(N2CC(C(=O)N3CCOCC3)CC2=O)cc1C (configuration not stated)	-35.9%	13.4%	-0.2%	-22.2%	1.8%	-9.8%	30.9%	4.4%	.
COc1ccc(/C=C/C(=O)Nc2cc(C)on2)cc1	-32.7%	10.2%	-0.8%	-66.0%	-0.1%	-5.1%	-36.0%	2.3%	i
C/C(=N/Nc1nc(C)c(C)s1)c1cccc([N+](=O)[O-])c1	-41.9%[20 µM]	1.3%	-0.7%	-10.8%	-1.7%	-3.1%	-54.6%	-0.4%	.
Cc1cc(C(=O)N/N=C2\CC(=O)c3ccccc32)c(C)n1-c1ccc(F)cc1	13.5%	40.2%	0.3%	-24.5%	11.7%	20.3%	-1.4%	0.7%	i
O=C(O)CNC(=O)/C=C/c1ccc(Cl)cc1Cl	-10.1%	-5.0%	0.4%	6.0%	6.3%	8.5%	-15.5%	-4.7%	i
Cc1onc(-c2ccccc2)c1C(=O)NCCc1ccncc1	19.7%	5.9%	-0.2%	5.2%	-0.5%	-6.7%	-40.2%	-6.9%	.
Cc1cc(NCC2CCCO2)n2c(nc3ccccc32)c1C#N (configuration not stated)	-21.9%	20.0%	-0.1%	8.3%	9.0%	-4.8%	10.8%	-3.0%	i
NS(=O)(=O)c1cccc(NC(=O)CSc2nnc(-c3ccccc3F)n2C2CC2)c1	10.2%	0.5%	0.6%	10.6%	-0.9%	3.8%	-5.3%	1.0%	i
CCN(Cc1ccccc1)C(=O)c1nn(-c2ccc(OC)cc2)c(=O)c2c1c1ccccc1n2C	-3.1%	23.7%	-0.4%	2.0%	0.2%	.	6.0%	-5.3%	i
CCCCn1c(=N)n(CCOc2ccc(C)cc2)c2ccccc21	-6.1%	18.2%	-2.0%	8.5%	1.8%	-0.7%	-12.2%	1.9%	i
N#Cc1ccc(OCCN2C(=O)NC3(CCSC3)C2=O)cc1 (configuration not stated)	5.7%	3.8%	-0.7%	1.3%	-0.3%	0.7%	-2.5%	-3.5%	i
COc1ccc(COc2cc(-c3cccc(OC)c3)nc3ccc(NC(=O)c4ccc(OC)cc4)cc23)cc1	-79.2%	29.1%	0.0%	-11.4%	1.6%	-7.2%	41.3%	-3.0%	i
CCN(CC)CCSc1nc2ccccc2c(=S)n1-c1ccccc1	-12.4%	-4.2%	-0.8%	16.2%	-3.5%	.	-16.2%	-1.8%	i

Three consecutive compounds already listed:
SMILES	KOR beta-arrestin-1	AID2073	West Nile virus CPE	HEK293 NOD2/NF-kB	HIV fusion peptide	Dengue-2 NS5 capping	NOD1 NF-kB reporter	KOR beta-arrestin-2	Yfh1-depleted yeast	others
N#Cc1ccc(OCCN2C(=O)NC3(CCSC3)C2=O)cc1 (configuration not stated)	5.7%	3.8%	-0.7%	1.3%	-0.3%	0.7%	-2.5%	-3.5%	i
COc1ccc(COc2cc(-c3cccc(OC)c3)nc3ccc(NC(=O)c4ccc(OC)cc4)cc23)cc1	-79.2%	29.1%	0.0%	-11.4%	1.6%	-7.2%	41.3%	-3.0%	i
CCN(CC)CCSc1nc2ccccc2c(=S)n1-c1ccccc1	-12.4%	-4.2%	-0.8%	16.2%	-3.5%	.	-16.2%	-1.8%	i

Bioassay records from PubChem BioAssay.
